Screens from PubChem BioAssay.
NCI-60 one-dose screen, 48 h, at 10 µM unless noted. Numbers give growth in % (100 = growth as untreated, 0 = no growth, -100 = all killed).
SF-295: SF-295 CNS cancer cells; AID 1794758; hit rate 5.6% among 79,000
HT29: HT29 colon cancer; AID 1794748; hit rate 7.4% among 81,000
SF-268: SF-268 CNS cancer cells. hit rate 3.1% among 82,000
SW-620: SW-620 colon cancer; hit rate 5.2% among 82,000
SNB-19: SNB-19 CNS cancer cells. hit rate 2.5% among 81,000
SNB-75: SNB-75 CNS cancer; hit rate 5% among 79,000
SF-539: SF-539 CNS cancer; hit rate 6.8% among 81,000
HCC-2998: HCC-2998 colon cancer; hit rate 4.7% among 79,000
KM12: KM12 colon cancer cells; hit rate 5% among 82,000; AID 1794800
Active calls of the source: *; · = no result given; & = joins results of further samples; [ ] = another dose, or the depositor's remark. How the source made its calls: active means growth percent below 10; inactive means the rest. This is a random part of the collection; any-hit rate near 11%.

SMILES | SF-295 | HT29 | SF-268 | SW-620 | SNB-19 | SNB-75 | SF-539 | HCC-2998 | KM12
Cc1ccc(S(=O)(=O)Oc2ccc(Br)cc2)cc1 | 91.2 | 85.5 | 98.4 | 98.2 | 89.3 | 99.8 | 100.3 | 95.1 | 94.7
NC(=O)Nc1cccc(Cl)c1 | 103.7 | 83.4 | 95.9 | 99.4 | 95.1 | 105.5 | 104.9 | 106.5 | 101.9
CC(C)(C)NC(=O)c1c(-c2ccccc2)nc(SCc2cc(=O)oc3ccc(F)cc23)[nH]c1=O | 97.8 | 96.2 | 96.8 | 106.7 | 105.2 | 103.7 | 101.0 | 112.3 | 97.7
O=C(NCc1ccccc1)Nc1ncccc1OCc1cccc(Cl)c1 | 94.8 | 99.0 | 97.4 | 95.8 | 87.5 | 87.5 | 104.7 | 99.5 | 95.5
CS(=O)(=O)c1ccc(C(=O)N/N=C/c2ccc(Cl)cc2)cc1 | 96.4 | 99.7 | 101.3 | 100.8 | 101.4 | 93.2 | 106.5 | 97.1 | 100.4
O=[N+]([O-])c1ccc(Sc2ccc([N+](=O)[O-])cc2)cc1 | 98.0 | 96.0 | 95.6 | 86.8 | 93.1 | 103.3 | 99.8 | 99.6 | 89.6
CN1CCOc2c1cnn(CCO)c2=O | 96.0 | 93.2 | 105.0 | 105.7 | 108.0 | 93.2 | 99.1 | 99.5 | 113.3
Oc1ccc(C(O)(c2ccccc2)c2ccccc2)cc1 | 100.5 | 96.7 | 105.7 | 109.0 | 98.5 | 85.3 | 111.0 | 94.5 | 103.1
C(=N\Nc1nnc2n1N=C(c1ccccc1)CS2)/c1c[nH]c2ccccc12 | 106.4 | 116.6 | 83.8 | 102.4 | 99.7 | 59.3 | 70.8 | 120.4 | 103.5
CC(=O)N(CC(=O)O)c1ccccc1 | 122.8&99.5 | 99.7&100.6 | 100.6&102.2 | 97.7&108.6 | 101.1&99.1 | 95.1&89.1 | 111.1&92.1 | 94.0&103.9 | 94.9&101.9
C[n+]1c2ccccc2nc2ccc(NCCO)cc21 | 98.5 | 8.4* | 63.7 | 96.6 | 78.3 | 98.8 | 90.8 | 116.2 | 92.0
CC1=C([Se]CC(OC(=O)[C@@H](CO)NC(=O)OC(C)(C)C)C(=O)NCCCCCC(=O)OCc2ccccc2)C(=O)c2ccccc2C1=O (some centres not stated) | -38.4* | -67.5* | -2.7* | -42.0* | -87.0* | -99.6* | -92.6* | -92.5* | -52.7*
Oc1ccc(-c2ccccc2)cc1O | 107.7 | 108.6 | 91.3 | 102.4 | 104.8 | 93.3 | 88.5 | 102.1 | 92.8
CCCCC1=C(Br)C(=O)c2ncccc2C1=O | 105.6 | 104.0 | 95.5 | 60.2 | 97.9 | 91.9 | 94.5 | 108.2 | 96.9
Cc1nn(-c2ccccc2)c(Cl)c1-c1cc(-c2ccc(Cl)cc2)nc(-c2ccc(Cl)cc2)c1 | 109.0 | 99.3 | 95.0 | 109.8 | 101.8 | 97.8 | · | 111.5 | 100.8
CC(C)(C)[Si](C)(C)OC1[C@@H](O[Si](C)(C)C(C)(C)C)[C@@H](CNC(=O)NC(=O)C(F)(F)F)O[C@H]1n1cnc2c(NC(=O)Nc3ccccc3)ncnc21 (some centres not stated) | 69.5 | 21.3 | -29.0* | 71.2 | · | 72.8 | 92.5 | 79.3 | 24.0
COC(=O)[C@]1(C(C)C)N[C@H](c2cn(-c3ccccc3)nc2C)[C@@H]2C(=O)N(c3ccc(Cl)cc3)C(=O)[C@@H]21 | 100.8 | 99.6 | 95.7 | 96.4 | 98.9 | 83.6 | · | 87.2 | 99.4
COc1ccc(/C=N\NC(=O)c2cnn(CC(O)c3ccccc3)c2N)cc1OCc1cccc(F)c1 (configuration not stated) | 73.4 | 94.1 | 95.8 | 106.1 | 93.7 | 81.1 | 66.9 | 118.9 | 64.6
c1ccc2nc3c(nc2c1)[nH]c1ccccc13 | 107.2 | 99.3 | 97.6 | 95.5 | · | · | · | 94.3 | 85.5
CSCCC(NC(=O)c1ccccc1)C(=O)N/N=C1\S/C(=C/c2ccc(Cl)cc2)C(=O)N1C (configuration not stated) | 75.2 | 91.4 | 74.1 | 93.5 | 68.1 | 57.8 | 93.5 | 96.7 | 88.9
COc1cc(C)cc(C#N)c1O | 113.9 | 97.6 | 104.9 | 100.5 | 94.3 | 91.6 | 101.0 | 99.8 | 103.9
Cc1nonc1C | 101.9 | 111.8 | 93.3 | 92.0 | 103.0 | 85.1 | 99.8 | 72.8 | 104.8
O=C(O)c1cnnn1-c1ccc(Cl)cc1 | 96.4 | 104.9 | 96.3 | 94.2 | 103.2 | 89.3 | 102.4 | 98.5 | 97.9
CCOC(=O)c1ccc(NC(=O)CN2C(=O)/C(=C3\SC(=S)N(CCC(=O)O)C3=O)c3ccccc32)cc1 | 111.0 | 103.2 | 100.1 | 109.7 | 94.0 | 96.0 | 99.2 | 108.7 | 106.3
CCn1cc(C(=O)O)c(=O)c2cc(F)c(N3CCN(CC(=O)Nc4ccc(C(C)=O)cc4)CC3)cc21 | 102.7 | 100.5 | 102.3 | 103.0 | 99.0 | 87.3 | 98.0 | 96.2 | 97.4
C(=Nc1ccccc1)c1ccccc1 | 99.4 | 96.9 | 97.2 | 101.6 | 104.0 | 95.5 | 93.0 | 104.8 | 105.6
CCc1ccccc1-n1c(N)c(C#N)c(-c2ccc(OC)cc2)c(C#N)c1=O | 106.3 | 110.8 | 98.3 | 100.9 | 106.6 | 93.7 | 95.2 | 106.8 | 101.7
O=C(/C=C/c1cc2ccccc2[nH]1)CC(=O)/C=C/c1cc2ccccc2[nH]1 | 99.5 | 106.3 | 90.7 | 99.1 | 94.5 | 77.5 | 105.1 | 103.1 | 94.7
O=c1c2c(cc3c(O)[nH]c(=S)n13)-c1cc(F)ccc1N=2 | 98.5 | 116.5 | 100.0 | 97.7 | 103.0 | 89.5 | 97.3 | 109.6 | 106.9
O=C(O)/C=C/C(=O)Nc1cccc2c1Cc1ccccc1-2 | 98.5 | 98.2 | 93.6 | 93.5 | 93.4 | 86.9 | 90.5 | 111.1 | 101.0

The list goes on, overlapping the part above by three compounds.
SMILES | SF-295 | HT29 | SF-268 | SW-620 | SNB-19 | SNB-75 | SF-539 | HCC-2998 | KM12
O=C(/C=C/c1cc2ccccc2[nH]1)CC(=O)/C=C/c1cc2ccccc2[nH]1 | 99.5 | 106.3 | 90.7 | 99.1 | 94.5 | 77.5 | 105.1 | 103.1 | 94.7
O=c1c2c(cc3c(O)[nH]c(=S)n13)-c1cc(F)ccc1N=2 | 98.5 | 116.5 | 100.0 | 97.7 | 103.0 | 89.5 | 97.3 | 109.6 | 106.9
O=C(O)/C=C/C(=O)Nc1cccc2c1Cc1ccccc1-2 | 98.5 | 98.2 | 93.6 | 93.5 | 93.4 | 86.9 | 90.5 | 111.1 | 101.0
COc1ccc(OC)c(/C=C2\N=C(c3ccccc3)N(c3ccc(S(N)(=O)=O)cc3)C2=O)c1 | 89.5 | 98.1 | 91.0 | 102.9 | 91.8 | 74.6 | 90.4 | 108.5 | 92.2
CNc1oc(Cc2ccccc2Cc2nc(C#N)c(NC)o2)nc1C#N | 110.5 | 109.6 | 104.9 | 106.3 | 93.1 | 106.4 | 104.6 | 111.3 | 105.9
O=C1Nc2ccccc2[C@@H]2C[C@H](O)CCN12 | 102.8 | 103.9 | 114.5 | 125.1 | 111.2 | 84.2 | 106.7 | 103.2 | 118.4
O=C1CCC23OC(C(O)c4ccccc4N12)C1C(c2ccccc2)=NOC13 (configuration not stated) | 113.8 | 97.9 | 90.5 | 107.5 | 105.3 | 94.4 | 105.1 | 98.6 | 96.1
C=C(NC(=O)[C@H](C(C)C)N(C)c1cc(Br)cc2[nH]ccc12)C(=O)OC | 101.5 | 90.5 | 92.5 | 90.2 | 91.0 | 77.3 | 88.6 | 109.8 | 92.9
COc1ccc2c(c1OC)C(=O)OC2C1c2c(c(COC(=O)C(C)NC(=O)OC(C)(C)C)c3c(c2OC)OCO3)CCN1C (configuration not stated) | 101.5 | 101.0 | 100.4 | 97.5 | 93.9 | 89.8 | 97.7 | 107.3 | 98.9
C#CCNC(=O)CC[C@]1(C)[C@H]2CC[C@@H]3[C@@H]([C@@](C)(O)CCC=C(C)C)CC[C@@]3(C)[C@]2(C)CC[C@H]1C(=C)C | 49.0[100 µM] | -30.8*[100 µM] | -28.8*[100 µM] | -14.1*[100 µM] | 60.9[100 µM] | -19.0*[100 µM] | -81.0*[100 µM] | 87.2[100 µM] | 36.0[100 µM]
Cc1nc2[nH]c(=S)[nH]c(=O)c2nc1C | 141.6 | 95.1 | 92.8 | 104.6 | 115.3 | 96.9 | 104.5 | 107.1 | 122.1
Cc1[nH]c(C(=O)NN)c(C)c1C(=O)NN | 113.9 | 109.4 | 96.3 | 105.2 | 103.4 | 97.3 | 81.9 | 106.2 | 106.4
Cc1ccc(N=c2nc3sc4c(C)ccc(C)c4n3c(N)c2C#N)cc1 | 91.1 | 104.1 | 92.6 | 105.1 | · | 92.1 | 99.1 | 110.2 | 97.7
C=C1C(=O)O[C@@H]2C3C(=C(C)CC[C@@H]12)CC1O[C@]13C (some centres not stated) | 102.1[6.75 µM] | 85.5[6.75 µM] | 91.2[6.75 µM] | 71.8[6.75 µM] | 92.8[6.75 µM] | 86.1[6.75 µM] | 82.3[6.75 µM] | 108.3[6.75 µM] | 102.3[6.75 µM]
COc1cccc2c1OC1(CCN(Cc3ccccc3)CC1)N1N=C(c3ccc(F)cc3)CC21 (configuration not stated) | 99.9 | 106.3 | 93.8 | 97.5 | 97.9 | 79.3 | 99.1 | 99.1 | 99.0
O=C(N/N=C/c1ccc(O)c(O)c1)c1ccccc1 | 99.1 | 91.5 | 91.4 | 88.5 | 91.6 | 75.6 | 65.0 | 102.6 | 90.0
CC(C(=O)O)=C(c1ccccc1)c1ccccc1 | · | 100.7 | 98.9 | 105.5 | 109.0 | 100.2 | 110.1 | 95.9 | 106.7
CC(C)(C)n1cc(-c2ccnc(NCCNS(=O)(=O)c3cccc(F)c3)c2)c(-c2cccc(O)c2)n1 | 100.7 | 25.6 | 91.2 | 62.5 | 93.7 | 50.8 | 90.9 | 93.5 | 77.9

A draw from above in order of number of heavy atoms, lowest first:
SMILES | SF-295 | HT29 | SF-268 | SW-620 | SNB-19 | SNB-75 | SF-539 | HCC-2998 | KM12
Cc1[nH]c(C(=O)NN)c(C)c1C(=O)NN | 113.9 | 109.4 | 96.3 | 105.2 | 103.4 | 97.3 | 81.9 | 106.2 | 106.4
O=C1Nc2ccccc2[C@@H]2C[C@H](O)CCN12 | 102.8 | 103.9 | 114.5 | 125.1 | 111.2 | 84.2 | 106.7 | 103.2 | 118.4
CC(C(=O)O)=C(c1ccccc1)c1ccccc1 | · | 100.7 | 98.9 | 105.5 | 109.0 | 100.2 | 110.1 | 95.9 | 106.7
O=C(N/N=C/c1ccc(O)c(O)c1)c1ccccc1 | 99.1 | 91.5 | 91.4 | 88.5 | 91.6 | 75.6 | 65.0 | 102.6 | 90.0
COc1ccc(OC)c(/C=C2\N=C(c3ccccc3)N(c3ccc(S(N)(=O)=O)cc3)C2=O)c1 | 89.5 | 98.1 | 91.0 | 102.9 | 91.8 | 74.6 | 90.4 | 108.5 | 92.2
COc1cccc2c1OC1(CCN(Cc3ccccc3)CC1)N1N=C(c3ccc(F)cc3)CC21 (configuration not stated) | 99.9 | 106.3 | 93.8 | 97.5 | 97.9 | 79.3 | 99.1 | 99.1 | 99.0

Next entries follow.
SMILES | SF-295 | HT29 | SF-268 | SW-620 | SNB-19 | SNB-75 | SF-539 | HCC-2998 | KM12
COc1ccc(C2=NN(C(=O)COc3ccc(Cl)cc3)C(O)(c3cc(F)c(Cl)cc3Cl)C2)cc1 (configuration not stated) | 80.6 | 99.4 | 102.0 | 100.2 | 94.7 | 88.2 | 89.3 | 104.4 | 89.1
CC(=O)OCC1O[C@@H](Oc2ccc3c(C)cc(=O)oc3c2)C(OC(C)=O)[C@@H](OC(C)=O)[C@H]1OC(C)=O (some centres not stated) | 100.0 | 98.5 | 110.2 | 105.3 | 113.1 | 110.9 | 104.9 | 103.0 | 112.7
CC/C(=C(\c1ccc(O)cc1)c1ccc(OCCN(C)C(=O)CCOCCNC(=O)c2ccc3c(c2)CN([C@@H]2CCC(=O)NC2=O)C3=O)cc1)c1ccccc1 | 93.2 | 89.0 | 100.4 | 83.6 | 90.1 | 64.2 | 88.9 | 103.2 | 102.7
COc1cc2ncnc(Nc3ccc(S(=O)(=O)Nc4cc(C)on4)cc3)c2cc1OCCCN1CCN(c2ccc(F)cc2)CC1 | 101.9 | 112.1 | 97.9 | 100.0 | 97.3 | 85.4 | 96.4 | 115.4 | 107.0
CCN(CC)C(C)C(=O)c1ccc2cc(Br)c3ccccc3c2c1 (configuration not stated) | 88.5 | 72.4 | 90.9 | 84.1 | 92.7 | 89.0 | 93.5 | 91.5 | 90.8
C=C(C)[C@@H]1CC[C@]2(C(=O)NCC(=O)OC)CC[C@]3(C)[C@H](CC[C@@H]4[C@@]5(C)C/C(=C/c6ccco6)C(=O)C(C)(C)[C@@H]5CC[C@]43C)[C@@H]12 | 68.3 | 88.6 | 72.1 | 90.2 | 73.5 | 70.7 | 85.4 | 80.0 | 64.0
Cc1nn(-c2ccccc2)c(N2CCOCC2)c1/C=C/C(=O)c1ccc2c(c1)OCO2 | 91.4 | 65.9 | 90.5 | 87.3 | 97.2 | 73.8 | 93.2 | 98.8 | 78.3
Nc1c(Cl)cc(C(=O)O)cc1Cl | 94.6 | 107.1 | 110.7 | 116.3 | · | 91.1 | 111.9 | 95.8 | 107.3
O=c1[nH]c2ccc(Oc3ncccn3)cc2c(=O)n1Cc1cccc(NS(=O)(=O)c2cccc(Cl)c2)c1 | 86.1 | 93.5 | 85.7 | 102.3 | 86.5 | 82.6 | 90.2 | 91.8 | 86.0
CC1=C/C(=N/OS(=O)(=O)c2ccc(C)cc2)CC(C)(C)C1 | 114.8 | · | 97.4 | 102.5 | 100.7 | 86.7 | 90.9 | 104.7 | 97.4
